Source: PubChem BioAssay (several laboratories)
human PMI inhibitors = human PMI inhibitors, high substrate, primary screen, biochemical, fluorescence intensity, high mannose 6-phosphate (AID 1220); inhibition, % at 20 µM, or IC50 in µM where a hit was titrated; 190,000 tested, 0.66% active; recombinant PMI enzyme, coupled fluorescence intensity; higher % means a stronger effect
human PMI inhibition = MPI enzyme activity inhibition – biochemical, fluorescence intensity, coupled assay, primary screen (AID 1209). purified PMI enzyme, coupled fluorescence intensity; higher % means a stronger effect. 190,000 tested, 0.42% active. inhibition, % at 20 µM, or IC50 in µM where a hit was titrated;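 also: plate controls were DMSO vehicle for no effect and wells lacking substrate for full effect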
M17LAP inhibition = P. falciparum M17LAP inhibitors, primary screen, biochemical, fluorogenic H-Leu-NHMec substrate, 1536-well (AID 1619); recombinant M17LAP, H-Leu-NHMec fluorogenic kinetic assay; higher % means a stronger effect; inhibition, % at 30 µM; hits with a dose series show IC50 in µM; 220,000 tested, 0.38% active;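 active = compound inhibiting the enzyme by more than half at any dose during confirmatory dose-response retesting; inconclusive = strong single-dose inhibitors picked by rank but not retested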;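 also: plate controls were full reaction with DMSO carrier for no effect and no enzyme background for full effect; strong numbers were not always called active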
T cell HTS = T cell immune modulators affecting CD8 T cell-vesicle binding. 2C CD8+ T cell-vesicle binding, flow cytometry; hits give low values. calls only at 7 µM. 330,000 tested, 0.068% active. AID 2052;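 active = response, share of CD8 T cells binding vesicles, and their 90th percentile fluorescence all below set limits, cut at about 80% in these data, passing the limit was not always enough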
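Assay system: 2C TCR transgenic mouse naive CD8+ T cells, MACS-purified | Read-out: CD8+ gate FL2 mean fluorescence as % of same-row positive control | Signal: High-throughput flow cytometry with anti-B7-1 and anti-CD8 staining | Timing: Binding step 1.5 h, 37 °C, antibody labelling 20 min, ice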
West Nile antiviral = inhibition of WNV-induced cytopathic effect – cell-based, CPE readout (AID 1621); 290,000 tested, 0.02% active; West Nile virus-infected cells, CPE inhibition; higher % means a stronger effect; CPE inhibition, % at 10 µM, or IC50 in µM where a hit was titrated; in the data active = a potency from the dose series; inconclusive = CPE inhibition mostly from about 3.7% at the one dose, without a potency; inactive = the rest, 99 in 100 with CPE inhibition below about 2.2%; also: strong numbers were not always called active
M1AAP inhibition = P. falciparum M1AAP inhibitors, biochemical, fluorogenic H-Leu-NHMec substrate, 1536-well (AID 1445). recombinant M1AAP, H-Leu-NHMec fluorogenic kinetic assay; higher % means a stronger effect. inhibition, % at 30 µM; hits with a dose series show IC50 in µM. 220,000 tested, 0.42% active;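 active = primary inhibition above the hit cutoff, then over 50% inhibition at one or more dose response concentrations, cut at about 23% in these data, passing the limit was not always enough; inconclusive = conflicting primary data, or primary hits not chosen for dose response; inactive = low primary inhibition, or under 50% at every dose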;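 also: plate controls were DMSO full reaction for no effect and no enzyme background for full effect; strong numbers were not always called active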
RSV CPE inhibition = inhibition of RSV-induced cytopathic effect – HEp-2 cells, primary 10 µM value included (AID 2391) | HEp-2 cells, RSV-induced CPE inhibition; higher % means a stronger effect | CPE inhibition, % at 10 µM, or IC50 in µM where a hit was titrated | 310,000 tested, 0.13% active; in the data active = a potency from the dose series; inconclusive = CPE inhibition mostly from about 23% at the one dose, without a potency; inactive = the rest, 99 in 100 with CPE inhibition below about 21%; also: strong numbers were not always called active
K1F lysis inhibition = inhibition of K1F phage lysis, E. coli UTI89, bacterial capsule biogenesis inhibitors, alamar blue (AID 488966) | E. coli UTI89 K1F phage lysis, alamar blue, 2 h; higher % means a stronger effect | 340,000 tested, 0.02% active | inhibition, % at 100 µM, or IC50 in µM where a hit was titrated;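 active = phage lysis inhibition, versus mean bacterial control, above a set limit; inconclusive = no clear call, values can overlap the other calls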;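 also: capsule biogenesis inhibitors block K1F phage lysis so surviving cells raise fluorescence; higher fluorescence means more inhibition of phage lysis; actives were called in the ten point dose series up to 300 µM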
TNAP activation fold = human TNAP enzyme activators, primary screen, biochemical, luminescent, no phosphate acceptor, uHTS (AID 1001); purified TNAP, luminescent activation assay, no phosphate acceptor; higher activation fold means a stronger effect; 200,000 tested, 0.03% active; one-dose activation fold at 20 µM; EC50 in µM for titrated hits; in the data active = activation fold from about 3, or a potency from the dose series; inactive = the rest, 99 in 100 with activation fold below about 1.6; also: many of its hits are not listed in these tables
T cell HTS vesicle-bound % = second read-out of T cell HTS, no call of its own (marks repeat the call); double positive events, %; measured here: CD8+ vesicle-bound cell fraction;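 binding gate set so that unloaded-vesicle control wells show 10% double positive cells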
An asterisk follows results filed as active; i = inactive; u = inconclusive; x = not tested or not shown; & = joins results of further samples; [ ] = remark or other dose. Rule as the data show it, unless noted: active = inhibition above about 50%; inactive = the rest.

Screens in order: RSV CPE inhibition | T cell HTS | human PMI inhibition | TNAP activation fold | M1AAP inhibition | West Nile antiviral | human PMI inhibitors | K1F lysis inhibition | M17LAP inhibition | T cell HTS vesicle-bound %
CC(C)(C)NC(=O)CSc1nnc(-c2ccncc2)o1
→ 0.3% | i | -11% | 0.9 | 7% | -0.6% | -15% | 0.4%[50 µM] | -10% | 47
COc1cccc2cc(C(=O)N3CCN(c4ccc(C)cc4C)CC3)c(=O)oc12
→ 18% | i | 0% | 0.9 | 6% | -0.2% | -6% | 3.5% | 9% | 33
COc1ccc(/C=C2\N=C(C)OC2=O)cc1OC
→ -0.7% | i | x | x | x | -0.4% | x | 0.0% | x | 10
COc1ccc(OCCCC(=O)Nc2ccc3c(c2)OCO3)cc1
→ -0.7% | i | 4% | 1.1 | 4% | -0.3% | 8% | 0.4% | -10% | 45
CCOc1ccc(N(CC(=O)NCc2ccccc2)S(=O)(=O)c2ccc(C)cc2)cc1
→ 2.2% | i | x | x | x | -1.2% | x | 0.0% | x | 24
Cc1cc(CNC(=O)C2CCC(=O)N(CCc3cccc(F)c3)C2)on1 (stereo not drawn)
→ 3.3% | i | x | x | x | 0.1% | x | -0.2% | x | 19
Cc1cc(NC(=O)/C=C/c2cccc(F)c2)n(-c2nc3ccccc3[nH]2)n1
→ 2.6% | i | 10% | 1.8 | 0% | 1.6% | -3% | -4.5% | 5% | 48
COc1ccc(N2CCN(S(=O)(=O)c3ccc(Cl)s3)CC2)cc1
→ -1.1% | i | 7% | 1 | -3% | -0.8% | 11% | 0.6% | -3% | 30
COc1ccc2c(=O)c(Oc3ccc(C(=O)O)cc3)c(C(F)(F)F)oc2c1
→ 1.5% | i | -38% | 0.9 | -1% | -0.1% | -25% | 0.1% | 0% | 4
O=C([C@@H]1CC=C[C@@H]2CCN(C3CCCCC3)C(=O)[C@@H]21)N1CCN(c2ccccc2)CC1
→ -0.2% | i | x | x | x | -0.7% | x | 1.4% | x | 5
COc1ccccc1NC(=O)N1CCC(NC(=O)C(Cc2ccccc2F)NC(C)=O)CC1 (stereo not drawn)
→ 3.2% | i | x | x | x | 1.1% | x | 0.1% | x | 31
CCN(CC)S(=O)(=O)c1cccc(-c2n[nH]c(=S)n2/N=C/c2ccc(C(=O)OC)cc2)c1
→ 9.7% | i | 1% | 1.1 | -2% | -0.7% | -35% | 2.8%[50 µM] | 9% | 5
O=C(COC(=O)C1CC(=O)N(c2nc(-c3ccccc3)cs2)C1)c1ccccc1 (stereo not drawn)
→ 0.9% | i | 46% | 1.1 | 2% | 0.7% | 0% | 0.2% | -5% | 34
CCN(C(=O)CSc1nc2cc(C(F)(F)F)ccc2n1Cc1ccccc1)C1CCS(=O)(=O)C1 (stereo not drawn)
→ 2.6% | i | 20% | 1 | 1% | -1.2% | 14% | -0.1% | -15% | 67
Cc1ccnc(NC(=O)c2cc3cc(F)ccc3s2)c1
→ 4.0% | i | x | x | x | -0.5% | x | -0.3% | x | 44
COc1ccc2c(C)c(C(=O)O)oc2c1
→ 0.8% | i | 4% | 1.2 | 8% | -0.5% | 3% | 0.5% | -10% | 30
O=c1c(O)c(-c2ccc(O)cc2O)oc2cc(O)cc(O)c12
→ x | x | -15% | 1 | u | x | -4% | x | -48% | x
O=C(Cn1cnc2ccccc21)NCc1ccccc1
→ -0.6% | i | 2% | 1.1 | -2% | -0.4% | -2% | 1.4% | 3% | 36
O=CN1CCCN(C(=O)CC2C(=O)NCCN2Cc2cccc(Oc3ccccc3)c2)CC1 (stereo not drawn)
→ -2.0% | i | x | x | x | 0.1% | x | 0.1% | x | 12
CC(=O)Nc1ccc(S(=O)(=O)c2ccc(N)cc2)cc1N
→ 0.1% | i | 1% | 1.1 | 2% | 0.3% | 3% | -9.0% | -1% | 38
O=C(CSc1ccccc1)NCc1ccccn1
→ 2.6% | i | 10% | 1.1 | 3% | -0.1% | -4% | 1.9% | 2% | 39
Cc1cc([N+](=O)[O-])nn1CC(=O)Nc1c(C)n(C)n(-c2ccccc2)c1=O
→ -0.2% | i | -2% | 1.1 | -1% | 1.9% | 8% | 0.5% | 0% | 59
O=C(CC1SC(=Nc2ccccc2)N(CCc2ccccn2)C1=O)Nc1ccc(F)cc1 (stereo not drawn)
→ 5.2% | i | 16% | 1.1 | -2% | -1.3% | 5% | -0.1% | 13% | 33
COCCOC(=O)C1=C(C)Nc2nc(C)nn2C1c1ccc(F)cc1 (stereo not drawn)
→ 0.8% | i | 7% | 1.1 | 4% | -0.6% | 4% | 2.5%&-0.3% | 4% | 36
COc1cc(CNc2ccc(CNc3ncn[nH]3)cc2)cc(Cl)c1OCc1ccccc1
→ 2.9% | i | 18% | 1.1 | -9% | -1.0% | 7% | -1.4% | -4% | 46
CCC(C)C(=O)Nc1ncc2c(n1)CC(c1cccs1)CC2=O (stereo not drawn)
→ -0.1% | i | -2% | 1.1 | 5% | -0.8% | -2% | 0.4% | -6% | 36
N#Cc1c2c(c(Nc3ccc(O)cc3)n3c1nc1ccccc13)CCC2
→ 7.7% | i | 11% | 0.9 | -5% | 1.7% | 11% | -0.1% | 7% | 18
Oc1cccc(/C=N/N=C/c2cccc(O)c2O)c1O
→ 14% | i | x | x | x | -0.5% | x | 3.0% | x | 49
CC(Sc1nc(N)cc(=O)[nH]1)C(=O)Nc1sc2c(c1C#N)CCCC2 (stereo not drawn)
→ 1.8% | i | 2% | 1.1 | -3% | -0.5% | 2% | 0.5% | 7% | 46
Clc1cccc(C2=NOC(c3nnc(-c4ccccc4)o3)C2)c1 (stereo not drawn)
→ 0.1% | i | x | x | 1% | -0.3% | x | 0.5% | -2% | 16

Full records, looked up by structure.
Shown for Cc1cc([N+](=O)[O-])nn1CC(=O)Nc1c(C)n(C)n(-c2ccccc2)c1=O = RSV CPE inhibition: -0.2%; T cell HTS: i; human PMI inhibition: -2%; TNAP activation fold: 1.1; M1AAP inhibition: -1%; West Nile antiviral: 1.9%; human PMI inhibitors: 8%; K1F lysis inhibition: 0.5%; M17LAP inhibition: 0%; T cell HTS vesicle-bound %: 59
Shown for COCCOC(=O)C1=C(C)Nc2nc(C)nn2C1c1ccc(F)cc1 (stereo not drawn) = RSV CPE inhibition: 0.8%; T cell HTS: i; human PMI inhibition: 7%; TNAP activation fold: 1.1; M1AAP inhibition: 4%; West Nile antiviral: -0.6%; human PMI inhibitors: 4%; K1F lysis inhibition: 2.5%&-0.3%; M17LAP inhibition: 4%; T cell HTS vesicle-bound %: 36

(more compounds)
Screens in order: RSV CPE inhibition | T cell HTS | human PMI inhibition | TNAP activation fold | M1AAP inhibition | West Nile antiviral | human PMI inhibitors | K1F lysis inhibition | M17LAP inhibition | T cell HTS vesicle-bound %
Cc1ccc(/C=N/NC(=O)CNC(=O)COc2ccccc2)cc1
→ 1.7% | i | 16% | 1.2 | 8% | -0.1% | 8% | 1.2% | 5% | 47
CCOC(=O)CSc1nc2cc(C(=O)OC)ccc2c(=O)n1CCN1CCOCC1
→ 1.3% | i | -6% | 1 | 0% | -0.3% | 4% | 0.4% | -3% | 26
CNC(=O)C12CC3CC(C1)CC(c1ccc(C)cc1)(C3)C2
→ 1.6% | i | x | x | x | -1.7% | x | 0.3% | x | 41
COc1ccc(N(CC(=O)NC2CC3CCC2C3)S(=O)(=O)c2ccccc2)cc1Cl (stereo not drawn)
→ 1.8% | i | x | x | x | -1.2% | x | 0.1% | x | 49
c1ccc(CNc2nc3ccccc3[nH]2)cc1
→ -1.4% | i | -5% | 1.1 | -2% | -0.6% | -2% | 7.2% | -11% | 22
O=C(C1CCN(S(=O)(=O)c2cccc3nsnc23)CC1)N1CCn2c1nc1ccccc12
→ 7.1% | i | 8% | 1.1 | -2% | x | 12% | 4.3% | -11% | 16
CC(=O)N1CCc2cc(S(=O)(=O)CCC(=O)NCCc3ccccc3)ccc21
→ 1.2% | i | x | x | x | -0.3% | x | 0.2% | x | 28
Cc1cc(C)n(C(=O)c2ccc([N+](=O)[O-])cc2N)n1
→ -0.1% | i | -18% | 1 | 3% | 0.3% | -8% | -2.1% | 9% | 65
O=C(NCCC1=CCCCC1)C(c1ccccc1)c1ccccc1
→ 2.7% | i | 8% | 1.1 | 3% | -0.3% | 3% | 1.5% | 2% | 22
CCC(C)(C)NC(=O)CN(C(=O)c1snc(C(N)=O)c1N)c1ccc2nc(C)sc2c1
→ 0.5% | i | -9% | 1 | 6% | -0.1% | -2% | 0.8% | 12% | 53
COc1ccccc1CN1C(=O)[C@@H]2Cc3c([nH]c4ccccc34)C(C)(C)N2C1=O
→ 5.8% | i | x | x | x | 0.3% | x | 2.5% | x | 36
CC1CCN(c2ccc3nnc(CCC(=O)Nc4cccc(F)c4)n3n2)CC1
→ u | i | x | x | x | -0.1% | x | -0.4% | x | 31
COc1ccccc1C1=NOC(COc2ccc3c(C)cc(=O)oc3c2)C1 (stereo not drawn)
→ 2.9% | i | x | x | 7% | -0.7% | x | x | 0% | 34
COc1ccc(Br)cc1/C=N/n1nnnc1N
→ 1.3% | i | x | x | x | 0.6% | x | -0.8%[50 µM] | x | 9
O=C(CSc1nnc(C2COc3ccccc3O2)o1)N1CCCc2ccccc21 (stereo not drawn)
→ 1.6% | i | 26% | 1.1 | 2% | 0.8% | 24% | 0.6% | 3% | 54
O=C(COC(=O)C1CCN(S(=O)(=O)c2cccs2)CC1)Nc1ccccc1Br
→ -1.9% | i | 2% | 1 | 7% | 0.4% | 0% | -0.9% | 5% | 39
Nc1ccc(Nc2ccccc2)c(Cl)c1
→ -1.3% | i | 11% | 1.1 | 4% | 3.0% | -2% | 0.1% | 1% | 61
CCOC(=O)COc1ccccc1/C=C1\NC(=O)NC1=O
→ -0.7% | i | -9% | 1 | 0% | 0.1% | -9% | 0.0% | 8% | 57
O=S(=O)(c1ccc(F)cc1)N1CCN=C1SCc1cccc(F)c1
→ 0.7% | i | x | x | x | -1.1% | x | 0.6%[50 µM] | x | 12

Two entries from above, with tabs.
SMILES	RSV CPE inhibition	T cell HTS	human PMI inhibition	TNAP activation fold	M1AAP inhibition	West Nile antiviral	human PMI inhibitors	K1F lysis inhibition	M17LAP inhibition	T cell HTS vesicle-bound %
O=C(COC(=O)C1CCN(S(=O)(=O)c2cccs2)CC1)Nc1ccccc1Br	-1.9%	i	2%	1	7%	0.4%	0%	-0.9%	5%	39
Nc1ccc(Nc2ccccc2)c(Cl)c1	-1.3%	i	11%	1.1	4%	3.0%	-2%	0.1%	1%	61
